SKN-1 block: C. elegans SKN-1 inhibition; inhibition, % at 21.8 µM; actives 0.49% (n = 360,000); C. elegans VP596 Pgst-4::GFP/RFP ratio, acrylamide-induced, 24 h;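 active = interference check ratio from 0.5 to 1.5 plus GFP to RFP signal ratio inhibition reaching or exceeding a fixed threshold, cut at about 30% in these data, passing the limit was not always enough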; also: some compounds called inactive have numbers as strong as hits
MT1-MMP act inh: inhibitors of human MT1-MMP activation | HT1080 RFP-PRO-GFP cells, GFP/RFP ratio fluorescence, overnight; percent of plate control window, DMSO zero | GFP/RFP ratio change, % at 20 µM | P50281 | AID 651647 | actives 0.061% (n = 360,000);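 active = GFP/RFP ratio change of at least 30% with cell ATP level not reduced by more than half and red fluorescence within 50% of control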; also: strong numbers were not always called active
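Assay system: HT1080 RFP-PRO-GFP cells | Dosing: 20 µM single dose, 1% DMSO | Incubation: Cells overnight before dosing, compound overnight, 37 °C, 5% CO2 | Evaluation: GFP/RFP fluorescence ratio | Control set: DMSO-only wells and HT1080 RFP-L50D-GFP cell wells as references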
PABP1 MLLE inh: inhibitors of microRNA-mediated deadenylation, human PABP1 MLLE binding. inhibition, % at 20 µM. GST-MLLE / FITC-PAM2 fluorescence polarization. P11940. actives 0.36% (n = 360,000); in the data active = inhibition above about 35%, passing the limit was not always enough;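 also: plate controls were DMSO wells with GST-MLLE for no effect and wells lacking GST-MLLE protein for full effect; some results filed as inactive read as strong as hits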
MsrA act: bovine methionine sulfoxide reductase A activation; purified bovine MsrA, absorbance read-out; activation, % at 10.6 µM; actives 0.3% (n = 360,000); AID 602163; in the data active = activation above about 7.5%;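 also: 0% = vehicle and 100% = reference activator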
FAS TE block: FAS thioesterase (human) inhibition. P49327. recombinant FAS-TE, OMFH fluorogenic substrate, fluorescence endpoint. inhibition, % at 15 µM. actives 0.67% (n = 360,000);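 active = compounds whose normalised, plate-corrected inhibition of enzyme fluorescence in the single-dose primary screen is 50% or more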;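 also: 0% = DMSO with enzyme and 100% = substrate without enzyme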
Target sequence (P49327 whole entry, looked up): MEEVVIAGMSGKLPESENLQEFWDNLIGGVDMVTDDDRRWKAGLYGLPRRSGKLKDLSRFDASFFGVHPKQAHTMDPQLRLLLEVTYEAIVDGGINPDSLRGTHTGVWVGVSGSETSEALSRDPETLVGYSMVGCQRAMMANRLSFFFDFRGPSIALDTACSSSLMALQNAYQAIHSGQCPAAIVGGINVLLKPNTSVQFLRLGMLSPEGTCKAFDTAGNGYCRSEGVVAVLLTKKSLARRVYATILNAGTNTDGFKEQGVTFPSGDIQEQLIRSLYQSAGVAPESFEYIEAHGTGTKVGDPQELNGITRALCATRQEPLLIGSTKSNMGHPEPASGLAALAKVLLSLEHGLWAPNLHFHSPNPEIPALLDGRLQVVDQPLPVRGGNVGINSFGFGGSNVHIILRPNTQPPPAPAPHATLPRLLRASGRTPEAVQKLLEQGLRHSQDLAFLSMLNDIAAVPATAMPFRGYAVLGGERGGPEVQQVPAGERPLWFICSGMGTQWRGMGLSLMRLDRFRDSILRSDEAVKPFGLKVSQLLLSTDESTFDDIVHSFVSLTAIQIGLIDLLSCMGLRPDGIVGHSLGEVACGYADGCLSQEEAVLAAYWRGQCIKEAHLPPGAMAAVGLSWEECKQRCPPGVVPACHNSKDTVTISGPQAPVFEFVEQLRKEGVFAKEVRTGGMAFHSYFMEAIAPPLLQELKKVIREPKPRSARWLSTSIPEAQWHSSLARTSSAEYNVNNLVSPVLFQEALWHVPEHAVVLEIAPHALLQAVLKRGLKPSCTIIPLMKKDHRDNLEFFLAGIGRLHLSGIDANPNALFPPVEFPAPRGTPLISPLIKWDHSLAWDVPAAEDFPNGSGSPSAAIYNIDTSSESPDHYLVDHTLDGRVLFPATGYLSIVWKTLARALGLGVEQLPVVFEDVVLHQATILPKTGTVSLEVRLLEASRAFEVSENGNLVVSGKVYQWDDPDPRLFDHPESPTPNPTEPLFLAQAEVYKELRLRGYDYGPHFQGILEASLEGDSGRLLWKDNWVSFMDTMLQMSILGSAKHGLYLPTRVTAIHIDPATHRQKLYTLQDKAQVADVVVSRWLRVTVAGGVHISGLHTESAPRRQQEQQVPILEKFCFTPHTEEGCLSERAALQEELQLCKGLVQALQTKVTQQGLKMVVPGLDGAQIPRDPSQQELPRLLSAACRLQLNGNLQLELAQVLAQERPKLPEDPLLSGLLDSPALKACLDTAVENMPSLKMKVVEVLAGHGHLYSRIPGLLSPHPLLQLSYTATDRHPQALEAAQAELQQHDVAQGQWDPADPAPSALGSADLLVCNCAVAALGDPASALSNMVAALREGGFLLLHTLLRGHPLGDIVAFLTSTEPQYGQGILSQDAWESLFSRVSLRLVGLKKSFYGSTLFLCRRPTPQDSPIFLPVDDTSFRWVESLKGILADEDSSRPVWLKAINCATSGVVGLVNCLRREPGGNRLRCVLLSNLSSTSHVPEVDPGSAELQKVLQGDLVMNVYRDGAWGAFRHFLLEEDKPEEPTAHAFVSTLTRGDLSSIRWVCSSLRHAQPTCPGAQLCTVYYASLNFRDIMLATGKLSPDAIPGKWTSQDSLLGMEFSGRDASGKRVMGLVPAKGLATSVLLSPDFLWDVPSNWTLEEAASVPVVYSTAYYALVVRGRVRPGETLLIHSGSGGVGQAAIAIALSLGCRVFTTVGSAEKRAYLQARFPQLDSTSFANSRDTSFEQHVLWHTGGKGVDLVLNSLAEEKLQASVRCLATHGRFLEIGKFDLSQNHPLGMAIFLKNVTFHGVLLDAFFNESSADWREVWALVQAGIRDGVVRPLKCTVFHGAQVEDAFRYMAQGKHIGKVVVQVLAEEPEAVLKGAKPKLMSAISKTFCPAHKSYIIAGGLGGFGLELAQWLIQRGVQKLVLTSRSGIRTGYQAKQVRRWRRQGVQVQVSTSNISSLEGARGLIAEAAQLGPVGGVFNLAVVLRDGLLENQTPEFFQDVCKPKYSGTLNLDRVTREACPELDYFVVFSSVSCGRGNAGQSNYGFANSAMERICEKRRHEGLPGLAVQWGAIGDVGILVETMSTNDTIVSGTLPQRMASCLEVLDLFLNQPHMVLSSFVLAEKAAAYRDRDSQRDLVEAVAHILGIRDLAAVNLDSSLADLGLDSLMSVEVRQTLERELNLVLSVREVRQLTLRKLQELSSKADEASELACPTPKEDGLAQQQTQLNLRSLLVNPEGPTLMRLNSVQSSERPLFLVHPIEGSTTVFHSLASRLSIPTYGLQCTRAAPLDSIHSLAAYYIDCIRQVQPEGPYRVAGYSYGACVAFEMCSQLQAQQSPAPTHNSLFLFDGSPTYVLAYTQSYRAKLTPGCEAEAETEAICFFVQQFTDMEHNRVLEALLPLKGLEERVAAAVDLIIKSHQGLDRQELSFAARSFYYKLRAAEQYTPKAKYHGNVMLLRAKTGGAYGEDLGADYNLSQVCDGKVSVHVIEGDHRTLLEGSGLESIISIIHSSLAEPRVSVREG
NRP1-CendR mod: NRP-1/CendR interaction modulation; actives 0.85% (n = 360,000); FAM-RPARPAR peptide binding to NRP-1, fluorescence polarization; inhibition, % at 25 µM; O14786; AID 602438;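 active = inhibition or corrected inhibition above about 18%, plus a signal ratio from 0.5 to 1.5, limit read from the data, passing the limit was not always enough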; also: strong numbers were not always called active
Rin1 Abl inh: inhibitors of human Rin1-Abl protein interaction; inhibition, % at 7.35 µM; actives 0.4% (n = 360,000); AID 588664; P00519+Q13671; TR-FRET Rin1/Abl binding, biochemical; in the data active = inhibition above about 5%, passing the limit was not always enough
E coli Lon inh: inhibitors of E. coli Lon protease. AID 602123. inhibition, % at 7.94 µM. actives 0.42% (n = 360,000). purified E. coli Lon protease, fluorescence polarization. P0A9M0; in the data active = inhibition above about 13%, passing the limit was not always enough;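 also: 0% = enzyme with probe and DMSO and 100% = no enzyme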
Neddylation inh: cullin neddylation inhibition | AID 651699 | TR-FRET cullin neddylation, biochemical | P61081+Q13564 | calls only at 25 µM | actives 0.58% (n = 360,000); in the data active = inhibition above about 36%
The depositor's hits bear a star; i = inactive; · = not tested or not shown.

1	COc1ccc(NC(=O)c2sc(Cl)nc2-c2ccccc2)cc1
2	CCCc1cc(=O)[nH]c(SCC(=O)N(CC)Cc2ccccc2)n1
3	O=C(Nc1ccc(OC(F)(F)F)cc1)c1ccc2nc[nH]c2c1
4	CCCCC(=O)c1ccc(OC(=O)c2ccc([N+](=O)[O-])cc2)cc1
5	CC(C)(C#N)Cc1cc(CC(C)(C)C#N)cc(C(C)(C)C)c1
6	CCOC(=O)N1CCC(Nc2c(-c3ccc(C)c(C)c3)c(=O)c2=O)CC1
7	Cc1cccc(S(=O)(=O)N2CN(Cc3ccco3)c3nc4ccccc4nc32)c1
8	COc1ccc(NC(=O)N2CCCCC2c2cccnc2)cc1 (configuration not stated)
9	N#Cc1c(NC(=O)CCCC(=O)O)sc2c1CCCCC2
10	CC[C@@H](C)[C@H](NC(=O)Cc1c(C)c2cc3c(C)c(C)oc3c(C)c2oc1=O)C(=O)O
Assay by compound | 1 | 2 | 3 | 4 | 5 | 6 | 7 | 8 | 9 | 10
SKN-1 block | -0.4 | -0.5 | 9.3 | -0.1 | 5.5 | 7.4 | 13.3 | 6.3 | -3.4 | 14.1
MT1-MMP act inh | -1.1 | -0.1 | 6.3 | -1.7 | -1.1 | 3.1 | -16.9 | -2.4 | 4.7 | -1.8
PABP1 MLLE inh | -2.8 | 21.7 | -5.0 | -5.1 | -4.1 | 20.5 | -10.7 | 6.3 | 21.1 | -14.0
MsrA act | -3.7 | 2.4 | -3.5 | -1.2 | -2.7 | -5.7 | 1.9 | -3.1 | -3.5 | -4.5
FAS TE block | 9.4 | -6.9 | -3.0 | 20.2 | 16.5 | -0.7 | 3.0 | -8.7 | -14.0 | -7.4
NRP1-CendR mod | -12.4 | -13.9 | 2.9 | 10.6 | 3.6 | 5.9 | -51.0 | -10.1 | -7.2 | 7.9
Rin1 Abl inh | 4.5 | 1.4 | 0.8 | -4.5 | -0.3 | 5.0 | -3.0 | 1.4 | -1.8 | -1.7
E coli Lon inh | 3.2 | -2.1 | 3.2 | 4.5 | 5.7 | -4.2 | 59.5* | -7.9 | 1.3 | -4.4
Neddylation inh | i | i | i | i | i | i | i | i | i | i

11	CNC(=S)N/N=C/c1cn(Cc2c(F)cccc2Cl)c2ccccc12
12	Cc1ccc(S(=O)(=O)Nc2nc3ccccc3nc2N2CCN(c3ccccc3F)CC2)cc1
13	CCCCOc1ccc(CN2CCCCC2)cc1
14	O=C1N=C(N2CCN(c3ccccc3)CC2)S/C1=C/c1ccco1
15	O=C(CSc1n[nH]c(=O)n1C1CC1)Nc1ccc(F)c([N+](=O)[O-])c1
16	COc1ccc(CC(=O)NCc2nnc(SCc3ccc([N+](=O)[O-])cc3)n2C)cc1
17	CC(C)N1C(=O)CCC1C(=O)N1CCCc2ccccc21 (configuration not stated)
18	COC(=O)Cc1ccc(N(Cc2ccccc2F)S(=O)(=O)c2ccc(C)cc2)cc1
19	Cc1ccn2c(Cc3ccccc3)c(-c3ccc(Br)cc3)nc2c1
20	COc1ccccc1CNn1c(-c2cccc(C)c2)nc2ccccc2c1=O
Assay by compound | 11 | 12 | 13 | 14 | 15 | 16 | 17 | 18 | 19 | 20
SKN-1 block | 3.5 | 27.6 | 8.5 | -6.8 | -3.7 | -8.9 | 2.7 | 8.8 | -14.6 | 1.3
MT1-MMP act inh | 1.3 | 3.3 | 12.0 | 5.8 | -0.2 | 1.2 | 2.0 | -9.2 | -7.7 | 1.6
PABP1 MLLE inh | 8.1 | 7.4 | 0.1 | -7.2 | 1.9 | -7.2 | 5.4 | -2.2 | -3.2 | -4.0
MsrA act | -2.1 | -2.3 | -1.2 | -13.3 | -1.9 | -3.0 | -8.6 | -1.6 | -6.0 | -5.8
FAS TE block | 28.9 | 21.5 | -10.6 | 3.7 | -0.4 | 3.7 | -11.5 | 33.8 | 25.8 | 16.5
NRP1-CendR mod | 11.2 | 1.1 | 12.6 | -18.5 | -1.8 | -10.9 | 8.3 | -4.1 | -19.5 | -17.2
Rin1 Abl inh | 0.0 | 4.2 | -0.3 | -1.2 | 7.1 | -0.4 | 0.3 | 0.3 | -0.3 | 4.0
E coli Lon inh | 8.0 | 0.7 | 8.2 | -1.7 | -4.6 | -11.4 | 1.3 | -1.4 | -2.5 | 6.8
Neddylation inh | i | i | i | i | i | i | i | i | i | i

21	Cc1cc(CCN2CCC(=O)NC2=S)ccc1OC(C)C
22	CCOC(=O)C1=C(C)C(c2ccc(OC)cc2OC)NC(=O)N1 (configuration not stated)
23	CC1CCCCC1NC(=O)COC(=O)/C=C/c1ccco1 (configuration not stated)
24	COc1cc(C(=O)Oc2cc(C)cc(C)c2)cc(OC)c1OC
25	Cc1ccccc1-c1nc2cc(N)ccc2o1
26	COC(=O)[C@H](Cc1c[nH]c2ccccc12)NC(=O)NCc1ccccc1
27	CCCc1cc(=O)[nH]c2nnc(SCC(=O)Nc3nnc(CC)s3)n12
28	Cc1ccc(S(=O)(=O)/C(C#N)=C/c2c(N3CCN(C)CC3)nc3ccccn3c2=O)cc1
Assay by compound | 21 | 22 | 23 | 24 | 25 | 26 | 27 | 28
SKN-1 block | 19.4 | 0.9 | -3.0 | -12.2 | 4.8 | -13.5 | 8.8 | 0.4
MT1-MMP act inh | 1.8 | 2.8 | 3.0 | 5.6 | 1.3 | -0.3 | 0.2 | -3.8
PABP1 MLLE inh | -47.8 | -13.5 | 13.4 | 7.8 | -8.6 | 0.6 | 2.9 | -3.9
MsrA act | -0.9 | -0.9 | -2.2 | 8.8* | -2.8 | -5.8 | -1.4 | -10.4
FAS TE block | -10.1 | -4.3 | 0.3 | 11.9 | -0.5 | -2.7 | -6.2 | 17.8
NRP1-CendR mod | 3.0 | -1.9 | 10.2 | -18.5 | 4.9 | 5.6 | -18.8 | -10.0
Rin1 Abl inh | 4.6 | -4.1 | -2.3 | 1.7 | -0.5 | 2.3 | -2.7 | -0.8
E coli Lon inh | 4.4 | -5.7 | -3.8 | -6.3 | 1.9 | -5.7 | -3.1 | -3.0
Neddylation inh | i | i | i | i | · | i | i | i

12 entries from above, sorted by SMILES length, highest first:
28	Cc1ccc(S(=O)(=O)/C(C#N)=C/c2c(N3CCN(C)CC3)nc3ccccn3c2=O)cc1
16	COc1ccc(CC(=O)NCc2nnc(SCc3ccc([N+](=O)[O-])cc3)n2C)cc1
15	O=C(CSc1n[nH]c(=O)n1C1CC1)Nc1ccc(F)c([N+](=O)[O-])c1
18	COC(=O)Cc1ccc(N(Cc2ccccc2F)S(=O)(=O)c2ccc(C)cc2)cc1
26	COC(=O)[C@H](Cc1c[nH]c2ccccc12)NC(=O)NCc1ccccc1
27	CCCc1cc(=O)[nH]c2nnc(SCC(=O)Nc3nnc(CC)s3)n12
20	COc1ccccc1CNn1c(-c2cccc(C)c2)nc2ccccc2c1=O
22	CCOC(=O)C1=C(C)C(c2ccc(OC)cc2OC)NC(=O)N1 (configuration not stated)
17	CC(C)N1C(=O)CCC1C(=O)N1CCCc2ccccc21 (configuration not stated)
23	CC1CCCCC1NC(=O)COC(=O)/C=C/c1ccco1 (configuration not stated)
21	Cc1cc(CCN2CCC(=O)NC2=S)ccc1OC(C)C
25	Cc1ccccc1-c1nc2cc(N)ccc2o1
Assay by compound | 28 | 16 | 15 | 18 | 26 | 27 | 20 | 22 | 17 | 23 | 21 | 25
SKN-1 block | 0.4 | -8.9 | -3.7 | 8.8 | -13.5 | 8.8 | 1.3 | 0.9 | 2.7 | -3.0 | 19.4 | 4.8
MT1-MMP act inh | -3.8 | 1.2 | -0.2 | -9.2 | -0.3 | 0.2 | 1.6 | 2.8 | 2.0 | 3.0 | 1.8 | 1.3
PABP1 MLLE inh | -3.9 | -7.2 | 1.9 | -2.2 | 0.6 | 2.9 | -4.0 | -13.5 | 5.4 | 13.4 | -47.8 | -8.6
MsrA act | -10.4 | -3.0 | -1.9 | -1.6 | -5.8 | -1.4 | -5.8 | -0.9 | -8.6 | -2.2 | -0.9 | -2.8
FAS TE block | 17.8 | 3.7 | -0.4 | 33.8 | -2.7 | -6.2 | 16.5 | -4.3 | -11.5 | 0.3 | -10.1 | -0.5
NRP1-CendR mod | -10.0 | -10.9 | -1.8 | -4.1 | 5.6 | -18.8 | -17.2 | -1.9 | 8.3 | 10.2 | 3.0 | 4.9
Rin1 Abl inh | -0.8 | -0.4 | 7.1 | 0.3 | 2.3 | -2.7 | 4.0 | -4.1 | 0.3 | -2.3 | 4.6 | -0.5
E coli Lon inh | -3.0 | -11.4 | -4.6 | -1.4 | -5.7 | -3.1 | 6.8 | -5.7 | 1.3 | -3.8 | 4.4 | 1.9
Neddylation inh | i | i | i | i | i | i | i | i | i | i | i | ·
